hcGAS inh – Primary biochemical luminescence assay for human cyclic GMP-AMP synthase inhibitors. recombinant h-cGAS, ATP depletion, Kinase-Glo luminescence. inhibition, % at 12.5 µM. hit rate 0.081% among 290,000. AID 1259398, 2018;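 further: 0% = vehicle reaction and 100% = reaction without DNA for no activity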
Target sequence (Q8N884 whole entry, looked up): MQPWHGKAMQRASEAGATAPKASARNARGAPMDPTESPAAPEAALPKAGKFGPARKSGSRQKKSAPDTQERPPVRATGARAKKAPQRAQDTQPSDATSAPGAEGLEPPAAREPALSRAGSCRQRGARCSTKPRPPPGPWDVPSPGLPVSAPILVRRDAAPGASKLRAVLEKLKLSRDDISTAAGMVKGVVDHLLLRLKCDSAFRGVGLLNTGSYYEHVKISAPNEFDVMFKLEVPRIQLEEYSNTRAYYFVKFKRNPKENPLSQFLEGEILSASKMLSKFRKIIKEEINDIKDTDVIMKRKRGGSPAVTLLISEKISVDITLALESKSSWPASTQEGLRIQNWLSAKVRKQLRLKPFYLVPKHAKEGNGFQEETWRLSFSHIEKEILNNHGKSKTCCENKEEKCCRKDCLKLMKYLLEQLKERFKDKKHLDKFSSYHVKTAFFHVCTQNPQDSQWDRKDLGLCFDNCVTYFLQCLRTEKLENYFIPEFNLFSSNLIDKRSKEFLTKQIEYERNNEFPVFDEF
mcGAS inh – cyclic GMP-AMP synthase inhibitors, mouse, primary biochemical chemiluminescence. hit rate 0.15% among 160,000. inhibition, % at 12.5 µM. recombinant cGAS, Kinase-Glo ATP depletion luminescence. Q8C6L5. AID 1259399, 2018;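 further: 0% = negative control wells and 100% = reference inhibitor with no enzyme activity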
NPYLR7 ag – agonists of mosquito NPYLR7 receptor, primary screen, cell-based, Aedes aegypti, calcium fluorescence, mosquito biting behavior. Aedes aegypti neuropeptide Y-like receptor 7 (NPYLR7). HEK293T NPYLR7/Galpha15, GCaMP6s calcium fluorescence. activation, % at 10 µM. hit rate 0.15% among 270,000. AID 1259423, 2018; in the data active means activation above about 40%;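 further: 0% = vehicle and 100% = reference agonist at the receptor; some compounds past the cut are filed as inactive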
* = called active by the depositor; . = not tested or not shown; & = joins results of further samples. Unless noted, no stated cut-off is given here; in the data, active means inhibition above about 40%; inactive means the rest. Rows were taken by chance; about 0.27% have a hit in one of these screens.

SMILES | hcGAS inh | mcGAS inh | NPYLR7 ag
COc1ccccc1NC(=O)CN(c1ccc(C)cc1)S(=O)(=O)c1ccc(OC)c(OC)c1 | -1.0 | -7.6 | 5.3
CCc1ccc2nc(N(CCCN(C)C)C(=O)CCS(=O)(=O)c3ccccc3)sc2c1 | -7.7 | -7.0 | 4.2
Cc1cccc(-n2c(CNC(=O)c3ccc(-c4ccccc4)cc3)nnc2SCC(=O)N2CCc3ccccc32)c1 | -6.8 | . | -11.6
Cn1cnnc1SCc1csc(Cc2ccc(F)cc2Cl)n1 | -6.7 | -3.7 | 15.4
CC(=O)c1cccc(CN(C)CC2CCN(Cc3ccc(C)o3)CC2)c1 | -9.0 | . | 13.2
COc1ccc(Cn2cc(-c3cc(N)nc4[nH]ccc34)cn2)cc1 | -3.9 | . | -0.8
Cc1ccsc1C(=O)NCc1cccnc1N(C)CCc1ccccn1 | -7.3 | . | 18.5
Cc1ccc(OCCNC(=O)c2cc(=O)[nH]c3ccccc23)cc1 | -7.1 | . | -1.7
O=C(c1sccc1-c1ccccc1)N1CCN(S(=O)(=O)c2ccccc2Cl)CC1 | -11.1 | . | -3.5
COc1ccccc1CN(CCn1c(C)csc1=O)CC1CCCO1 (centres undefined) | -8.1 | . | 4.0
CC(=O)Nc1cc(NC(=O)C2(C)CC2(Cl)Cl)ccc1C (centres undefined) | 4.1 | 2.5 | 4.2
CCN(Cc1ccncc1)C(=O)Cn1nnnc1CN1CCCCCC1 | -3.2&-4.4 | -9.7 | 0.4
NC(=O)c1cc2cc([N+](=O)[O-])ccc2oc1=NCc1ccccc1 | 0.0 | . | -3.4
O=C(O)CCCCCn1c(O)c(C2=c3cc(Br)ccc3=NC2=O)sc1=S | -5.7 | -5.3 | 2.5
O=C(c1cccc(Cn2cccn2)c1)N1CCCC(CO)(CCc2ccccc2)C1 (centres undefined) | -6.9 | . | 4.9
CN(CC(=O)N1CCNC1=O)Cc1ccc(Cl)cc1Cl | -7.8 | -5.8 | 9.3
COc1ccc(C2CC(c3c(-c4ccccc4)c4cc([N+](=O)[O-])ccc4[nH]c3=O)=NN2)cc1OC (centres undefined) | 1.9 | . | -0.4
COc1ccc(-c2cc(C(=O)Nc3ccc(C)cc3)n(-c3cc(C)ccc3C)n2)c(OC)c1 | -5.4 | -3.3 | 12.9
CCOC(=O)N1CCN(C(=O)CSc2ncc(CO)n2Cc2ccc(F)cc2)CC1 | -3.0 | -2.5 | -0.2
CCOC(=O)c1ccc(CSc2nc3cc(S(=O)(=O)N(CC)CC)ccc3n2C(C)C)cc1 | -5.0 | -3.8 | 14.8
Cc1ccc(S(=O)(=O)NCc2ccc(N3CCCC3)nc2)cc1C | -16.6 | . | 2.4
Clc1cnc(NN=Cc2cccs2)c(Cl)c1 | -0.1 | . | -3.5
CNc1nc2cnc(Nc3ccc(NC(C)=O)cc3)cc2n1-c1cccc(C(F)(F)F)c1 | -2.7 | -5.4 | 5.8
CN(Cc1ccccc1)C1CCCN(C(=O)Cn2nc3ccccc3n2)C1 (centres undefined) | -0.1 | . | 16.8
Cc1cc(C)cc(N2CCN(Cc3ccccc3OCCO)CC2=O)c1 | -4.6 | . | 3.5
O=C(Cn1nnnc1CN1CCCCCC1)NCCC1COc2ccccc2O1 (centres undefined) | -2.9&-8.8 | . | 9.8&11.5
O=C1Oc2ccccc2C2c3sc(=O)[nH]c3SCC12 (centres undefined) | 19.7 | . | 5.7
CCOc1ccc2ncc(C#N)c(NCc3ccccc3)c2c1 | -4.3 | -9.2 | -1.5
COCC(=O)N1CCC(Nc2ccc(F)cc2C#N)CC1 | -6.8 | -16.1 | 4.0
Cc1ccc(C)c(OCCCn2c(=O)cc(C)c3cnn(C(C)C)c32)c1 | 2.4 | . | 0.8
Cc1cccnc1N1CCN(C(=O)[C@H]2Cc3ccccc3CN2)CC1 | -3.7 | . | 6.9
CCc1nc2c(OCc3cccc(Cl)c3)cccn2c1N(C)C(=O)C1CC1 | -4.4 | -2.9 | -6.1
COc1ccc(C2SCC(=O)N2CCC(=O)NC(C)C)cc1OC (centres undefined) | 0.8 | 0.6 | -0.8
CCN(CC)CCCNCc1cnc(SC)nc1N1CCc2ccccc2C1 | -7.6 | -5.3 | 6.7
Cc1nc(CCNC(=O)c2cn3c(n2)CNCC3)sc1C | -3.5 | -7.5 | -4.1
Cc1nn(C)c(C)c1CC(=O)NC(C)CCc1ccc(Br)cc1 (centres undefined) | -5.6 | . | 5.3
Brc1cc2c(cc1CSc1nnnn1C1CC1)OCCO2 | -2.6 | . | 6.5
CC1(C)Cc2cccc(OCCCS(=O)(=O)N3CCCCC3)c2O1 | -6.0 | -8.8 | 8.4
Brc1cc(CNCc2nnc3n2CCC3)cs1 | -0.6 | -5.3 | 0.7
Cc1cc(C)n2nc(C(=O)N3CCCC4(C3)C(=O)Nc3ccccc34)cc2n1 (centres undefined) | -0.6 | -15.3 | 17.4
O=C(c1ccc(-c2ccco2)[nH]c1=O)N1CC=C(c2ccc(O)cc2)CC1 | -8.6 | -15.9 | 7.7
O=C(CSc1nc2ccccc2s1)Nc1nccs1 | -1.8 | -7.1 | 0.2
O=C(c1ccncc1)N1N=C(C2CC2)CC1(O)C(F)(F)F (centres undefined) | -6.7 | . | -2.5
CCOC(=O)N1CCN(C2CCCN(C(=O)c3cccc(Cl)c3)C2)CC1 (centres undefined) | -8.9&-7.1 | -13.0 | 0.6&15.8
Cc1ccc(CN(C)C(=O)c2c[nH]c3ccccc23)o1 | -5.5 | . | 4.8
COc1ccc(Br)cc1S(=O)(=O)N1CCC(n2c(=O)[nH]c3ccccc32)CC1 | -8.0 | . | -7.6
CC(C)Oc1ccc(CN2CCC2(C)C(=O)Nc2ccccc2Cc2ccccc2)cc1 (centres undefined) | -6.0 | . | 18.2
C=CCNCC1CC(c2ccccc2C)=NO1 (centres undefined) | 0.5 | -3.3 | 1.1
Cc1ccc(C)c(NC(=O)CSc2nc(=O)n3cc(Cl)ccc3n2)c1 | -10.1 | . | 3.9
CC(C)(CCNC(=O)N(CCO)Cc1ccccc1)c1ccccc1 | -1.8 | . | -3.7
Remaining list, next part
SMILES | hcGAS inh | mcGAS inh | NPYLR7 ag
CCCCNC(=O)NC(C)C(=O)Nc1nnc(-c2cccc(C)c2)s1 (centres undefined) | -4.9 | -3.2 | 18.3
COc1ccc(/C=C/CN2CCC(C(=O)NC(c3ccc(Cl)cc3)c3ncccc3C)CC2)cc1 (centres undefined) | 0.5 | -0.7 | 0.9
COc1ccc([N+](=O)[O-])cc1NP(=Nc1nccs1)(c1ccccc1)c1ccccc1 | 6.9 | . | -19.8
COc1ncccc1CNC(C(=O)N1CCCC1)c1ccccc1 (centres undefined) | 8.1 | . | -1.2
CCC(C)C(NC(=O)Nc1ccc(C)cc1C)C(=O)Nc1nnc(-c2ccc(Br)cc2)s1 (centres undefined) | -4.9 | -4.8 | .
COC(=O)c1sccc1NS(=O)(=O)c1cc(C)ccc1C | -8.6 | . | 2.8
O=C(CCCCn1c(=O)[nH]c2ccccc2c1=O)N1CCN(c2ccc([N+](=O)[O-])cc2)CC1 | 1.1 | . | -9.0
Cc1nc(NCCNS(C)(=O)=O)cc(N2CCOCC2)n1 | 0.1 | . | 1.3
NC(=O)C1CCCN(C(=O)CCc2nnc(C3(c4ccc(Cl)cc4)CCC3)o2)C1 (centres undefined) | -2.0 | -6.1 | 2.9
Cc1c(C(=O)OCc2ccc(F)cc2)nnn1-c1cccc(F)c1 | -2.6 | -6.9 | .
O=C(c1ccc(C(F)(F)F)cc1)C1CCCN(C(=O)c2cnn(Cc3ccccc3)c2)C1 (centres undefined) | -11.7 | -12.2 | 8.5
O=C(c1ccc(Cl)cc1Cl)N1CCCC(OCc2cccc(OC(F)(F)F)c2)C1 (centres undefined) | 2.9 | . | -2.3
Cc1ccsc1-c1nc(COc2ccc(S(C)(=O)=O)cc2)c(C)o1 | -2.8 | -11.5 | 8.9
CC1(C)OCC(CNC(=O)c2ccc(-c3cc(-c4cccc5ccccc45)[nH]n3)cc2)O1 (centres undefined) | -8.6 | -8.6 | -1.5
COc1ccc(N2CCN(c3ncnc4c3cnn4CCNC(=O)C3CCCC3)CC2)cc1 | -10.3 | -5.8 | -0.3
CC(C)(C)c1cc(N2CCCC2)nc(SCc2cccc(C(=O)NCc3ccccn3)c2)n1 | -3.1 | -6.6 | 17.6
O=C(CCl)N1CCN(S(=O)(=O)c2cccs2)CC1 | -9.3 | . | 8.5
O=C(O)C1CC2(CCN(c3cc(C4CC4)ncn3)CC2)CN1C(=O)C1CC1 (centres undefined) | -11.0 | -6.7 | .
Cc1[nH]c(=S)[nH]c(=O)c1CC(=O)O | -8.6 | . | 9.2
CN(C)C(=O)COc1ccccc1CN1C[C@@H]2C3CCC(CC3)[C@@H]2C1 | -6.2 | . | 10.4
OCc1ccccc1-c1nccnc1NCc1ccco1 | -1.4 | 0.4 | 1.3
COc1ccc(CC2CCCN2C(=O)c2scnc2Cl)cc1 (centres undefined) | -1.8 | . | 0.8
Cc1cccc2oc(-c3ccccc3OS(C)(=O)=O)nc12 | 1.2 | 1.1 | 0.8
Cc1ccccc1N(CCCN1C(=O)c2cccc3cccc(c23)C1=O)C(=O)c1ccc([N+](=O)[O-])cc1 | -1.8 | 3.0 | -1.2
CCn1ccnc1CN1CCC2(CCCN(Cc3cc(OC)ccc3F)C2=O)C1 (centres undefined) | -6.3 | . | 10.6
COc1coc(C(=O)N2CCN(c3ccccc3)CC2)cc1=O | -10.2 | . | 12.1
CN(c1ccccc1)N1CC(C(=O)NCC2CCCO2)CC1=O (centres undefined) | -4.6 | -3.6 | -5.5
COc1ccc(C=NN=C2NC(=O)C(Cc3cccc(C(F)(F)F)c3)S2)cc1OC (centres undefined) | -1.4 | -2.0 | -3.7
CCC(NC(=O)c1cn(C/C=C/c2ccccc2)nn1)c1cccs1 (centres undefined) | -4.3 | -7.5 | 3.6
CCc1nn2c(NCCOC)cc(C)nc2c1-c1ccccc1 | -9.9 | -9.1 | 2.2

No new results follow: entries from further up.
SMILES | hcGAS inh | mcGAS inh | NPYLR7 ag
O=C(CCCCn1c(=O)[nH]c2ccccc2c1=O)N1CCN(c2ccc([N+](=O)[O-])cc2)CC1 | 1.1 | . | -9.0
Cc1nc(NCCNS(C)(=O)=O)cc(N2CCOCC2)n1 | 0.1 | . | 1.3
NC(=O)C1CCCN(C(=O)CCc2nnc(C3(c4ccc(Cl)cc4)CCC3)o2)C1 (centres undefined) | -2.0 | -6.1 | 2.9
Cc1c(C(=O)OCc2ccc(F)cc2)nnn1-c1cccc(F)c1 | -2.6 | -6.9 | .
O=C(c1ccc(C(F)(F)F)cc1)C1CCCN(C(=O)c2cnn(Cc3ccccc3)c2)C1 (centres undefined) | -11.7 | -12.2 | 8.5
O=C(c1ccc(Cl)cc1Cl)N1CCCC(OCc2cccc(OC(F)(F)F)c2)C1 (centres undefined) | 2.9 | . | -2.3
Cc1ccsc1-c1nc(COc2ccc(S(C)(=O)=O)cc2)c(C)o1 | -2.8 | -11.5 | 8.9
CC1(C)OCC(CNC(=O)c2ccc(-c3cc(-c4cccc5ccccc45)[nH]n3)cc2)O1 (centres undefined) | -8.6 | -8.6 | -1.5
COc1ccc(N2CCN(c3ncnc4c3cnn4CCNC(=O)C3CCCC3)CC2)cc1 | -10.3 | -5.8 | -0.3
CC(C)(C)c1cc(N2CCCC2)nc(SCc2cccc(C(=O)NCc3ccccn3)c2)n1 | -3.1 | -6.6 | 17.6
O=C(CCl)N1CCN(S(=O)(=O)c2cccs2)CC1 | -9.3 | . | 8.5
O=C(O)C1CC2(CCN(c3cc(C4CC4)ncn3)CC2)CN1C(=O)C1CC1 (centres undefined) | -11.0 | -6.7 | .
Cc1[nH]c(=S)[nH]c(=O)c1CC(=O)O | -8.6 | . | 9.2
CN(C)C(=O)COc1ccccc1CN1C[C@@H]2C3CCC(CC3)[C@@H]2C1 | -6.2 | . | 10.4
OCc1ccccc1-c1nccnc1NCc1ccco1 | -1.4 | 0.4 | 1.3
COc1ccc(CC2CCCN2C(=O)c2scnc2Cl)cc1 (centres undefined) | -1.8 | . | 0.8
Cc1cccc2oc(-c3ccccc3OS(C)(=O)=O)nc12 | 1.2 | 1.1 | 0.8
Cc1ccccc1N(CCCN1C(=O)c2cccc3cccc(c23)C1=O)C(=O)c1ccc([N+](=O)[O-])cc1 | -1.8 | 3.0 | -1.2
CCn1ccnc1CN1CCC2(CCCN(Cc3cc(OC)ccc3F)C2=O)C1 (centres undefined) | -6.3 | . | 10.6
COc1coc(C(=O)N2CCN(c3ccccc3)CC2)cc1=O | -10.2 | . | 12.1
CN(c1ccccc1)N1CC(C(=O)NCC2CCCO2)CC1=O (centres undefined) | -4.6 | -3.6 | -5.5

(list continues)
SMILES | hcGAS inh | mcGAS inh | NPYLR7 ag
O=C(CCn1cncn1)N1CCOC(CC(c2ccccc2)c2ccccc2)C1 (centres undefined) | -3.2 | . | 6.6
CSCCC(Nc1ncnc2sc3c(c12)CCC3)C(=O)O (centres undefined) | -0.5 | . | -5.6
Cc1cc(C(=O)Nc2ccc(-c3cccc(-c4ccc5c(c4)OCCO5)n3)cc2)c(C)o1 | -6.7 | -5.7 | -4.3
CC(C)Oc1ccccc1C(C)Nc1cc(C(N)=O)c2ccccc2n1 (centres undefined) | -10.4 | -14.9 | -1.2
CCOC(=O)c1c(C)[nH]c(C(=O)COC(=O)c2ccccc2N(C)C(C)=O)c1C | -2.6 | -9.8 | 6.7
CCCC1COCCN1C(=O)CCNC(=O)c1ccccc1F (centres undefined) | -6.4 | -12.0 | -1.4

Reformatted with values under each structure: entries from further up.
Below each compound – hcGAS inh, mcGAS inh, NPYLR7 ag
- O=C(CCn1cncn1)N1CCOC(CC(c2ccccc2)c2ccccc2)C1 (centres undefined)
→ -3.2, ., 6.6
- CSCCC(Nc1ncnc2sc3c(c12)CCC3)C(=O)O (centres undefined)
→ -0.5, ., -5.6
